HTR5A inv ag: inverse agonist of human HTR5A in OPRM1-OPRD1 counter-screen; HTR5A cell line, luminescence, inverse agonism; inhibition, % at 9.3 µM; 340,000 tested, 0.083% active; AID 504634; in the data active = inhibition mostly above about 23%, no sharp cut-off; inactive = mostly below about 18%;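 note: 0% = cells with DMSO and 100% = no-cell wells with DMSO; some compounds called inactive have numbers as strong as hits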
dFosB activator: mouse delta FosB homodimer activation | activation, % at 25 µM | 340,000 tested, 0.99% active | purified delta FosB, TAMRA-CDK5 oligo fluorescence polarization; percent of positive-control signal above neutral wells;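 active = mean activation above about 17%, with every replicate also reaching it, limit read from the data, passing the limit was not always enough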;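 note: fluorescence polarization rise as delta FosB binds a TAMRA Cdk5 AP-1 oligo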
SR-BI DiI inh: mouse SR-BI HDL lipid transfer inhibition. Q61009. ldlA[mSR-BI] CHO cells, DiI-HDL uptake fluorescence, 3 h. inhibition, % at 12.5 µM. 320,000 tested, 0.96% active;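 active = mean replicate inhibition of at least 70% and a set share of replicates each scoring 70 or more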;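 note: 0% = median of neutral control wells and 100% = median of positive control wells; values of inactives mirror those of a sister screen read the other way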
Target sequence (Q61009 whole entry, looked up): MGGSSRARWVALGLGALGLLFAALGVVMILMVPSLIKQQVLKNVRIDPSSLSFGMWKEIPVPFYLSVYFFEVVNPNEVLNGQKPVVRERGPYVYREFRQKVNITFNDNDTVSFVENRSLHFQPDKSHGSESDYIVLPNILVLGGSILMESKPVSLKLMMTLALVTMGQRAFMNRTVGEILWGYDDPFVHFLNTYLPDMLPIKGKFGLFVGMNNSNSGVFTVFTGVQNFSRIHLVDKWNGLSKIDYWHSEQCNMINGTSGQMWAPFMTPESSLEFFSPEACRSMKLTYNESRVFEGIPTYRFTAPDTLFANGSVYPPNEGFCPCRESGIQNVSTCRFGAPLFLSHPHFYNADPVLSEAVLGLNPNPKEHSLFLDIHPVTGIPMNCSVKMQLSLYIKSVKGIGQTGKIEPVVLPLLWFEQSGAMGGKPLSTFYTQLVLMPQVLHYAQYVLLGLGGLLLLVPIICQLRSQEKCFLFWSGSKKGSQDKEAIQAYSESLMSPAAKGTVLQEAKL
HTR5A ag: activates human HTR5A in OPRM1-OPRD1 agonist counter-screen; P47898; HTR5A agonist assay, luminescence, cell-based; activation, % at 9.3 µM; 340,000 tested, 0.61% active; AID 504692; in the data active = activation mostly above about 9.5%, no sharp cut-off; inactive = mostly below about 7.6%;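 note: 0% = cells with vehicle only and 100% = reference agonist; strong numbers were not always called active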
MITF act: activators of MITF-driven TRPM1 promoter activity in SK-MEL-5 cells; activation, % at 12.5 µM; 300,000 tested, 0.75% active; SK-MEL-5 TRPM1-promoter luciferase, 24 h; % of positive control, neutral wells = 0;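 active = mean activation of at least 80% with every replicate also reaching 80%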;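 note: 0% = neutral control wells and 100% = parthenolide positive control wells; values of inactives mirror those of a sister screen read the other way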
CDK5 inh: CDK5/p35 (human) kinase inhibition | Q00535+Q15078 | Recombinant CDK5/p35, ADP-Glo luminescence, 60 min | inhibition, % at 10 µM | 330,000 tested, 0.01% active | AID 488839;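 active = highest replicate inhibition of at least 50% and at least 75% of replicates reaching 50%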;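 note: plate controls were DMSO neutral control for no effect and GW8510 at 10 µM for full effect; many of its hits are not listed in these tables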
Target sequence (Q00535 whole entry, looked up): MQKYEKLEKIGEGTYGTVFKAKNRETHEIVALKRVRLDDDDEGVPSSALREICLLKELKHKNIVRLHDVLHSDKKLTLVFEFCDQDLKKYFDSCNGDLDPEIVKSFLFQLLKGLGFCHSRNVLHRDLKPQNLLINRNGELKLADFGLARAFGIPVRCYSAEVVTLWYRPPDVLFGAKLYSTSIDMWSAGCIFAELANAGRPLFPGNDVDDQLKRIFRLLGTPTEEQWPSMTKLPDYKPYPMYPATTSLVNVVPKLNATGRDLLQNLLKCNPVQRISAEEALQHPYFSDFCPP
Target sequence (Q15078 whole entry, looked up): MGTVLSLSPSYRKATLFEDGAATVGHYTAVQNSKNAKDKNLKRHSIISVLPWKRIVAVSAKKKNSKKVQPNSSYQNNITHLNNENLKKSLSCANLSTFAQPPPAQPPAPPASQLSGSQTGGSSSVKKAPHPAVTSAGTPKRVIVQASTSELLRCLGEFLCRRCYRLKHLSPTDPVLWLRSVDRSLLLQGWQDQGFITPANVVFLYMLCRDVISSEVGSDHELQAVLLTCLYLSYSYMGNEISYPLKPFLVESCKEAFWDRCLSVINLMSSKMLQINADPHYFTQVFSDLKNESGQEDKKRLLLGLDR
NSD2 HMT inh: inhibitors of human histone methyltransferase NSD2. inhibition, % at 12.5 µM. O96028. NSD2 peptide methylation, AlphaScreen, 120 min. 310,000 tested, 0.54% active; in the data active = inhibition above about 50%
Wnt act: Wnt/beta-catenin pathway activation; Wnt/beta-catenin reporter cell assay, activator, plate reader; activation, % at 9.35 µM; 300,000 tested, 1.2% active; AID 743398; in the data active = activation above about 30%, passing the limit was not always enough;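 note: 0% = neutral control wells and 100% = positive control wells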
PvdQ inh: blocks Pseudomonas aeruginosa PvdQ acylase activity | purified PvdQ acylase, fluorescence plate reader | 340,000 tested, 0.063% active | inhibition, % at 10 µM; in the data active = inhibition above about 30%, passing the limit was not always enough;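 note: 0% = vehicle neutral wells and 100% = reference inhibitor wells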
V-ATPase pHluor: alters yeast V-ATPase proton transport. response, % at 10 µM. 350,000 tested, 0.37% active. S. cerevisiae, pHLuorin cytosolic pH fluorescence; in the data active = response mostly above about 7.3%, no sharp cut-off; inactive = mostly below about 5.4%; note: actives read high; inactives centre near 0; some compounds called inactive have numbers as strong as hits; reference of the scale not given here
Starred values were filed as active, the others as inactive; nt = no result given; & = joins results of further samples; ! = a repeat was not active. This is a random part of the collection; any-hit rate near 5%.

SMILES	HTR5A inv ag	dFosB activator	SR-BI DiI inh	HTR5A ag	MITF act	CDK5 inh	NSD2 HMT inh	Wnt act	PvdQ inh	V-ATPase pHluor
CCCn1nnc(NC(=S)NC(=O)/C=C/c2ccco2)n1	16	-4	-17	2	nt	-5.6	0	-2	-12	-2
COc1ccc(-c2cc(C(=O)N3CC4(C)CC3CC(C)(C)C4)no2)cc1OC (stereo not drawn)	10	-14	1	-2	-8	0.1	-3	-4	-17	-5
COc1ccc(N2CCN(C(c3cccs3)C(C)NC(=O)c3ccco3)CC2)cc1 (stereo not drawn)	10	-3	14	4	-2	-0.6	3	-1	-7	-1
COc1ccc2[nH]c3c(C)c4ccncc4c(C)c3c2c1	-9	8	30	5	-96	-1.2	nt	-18	-17	-1
CC(C)Oc1ccc(Cc2cnc(N)nc2N)cc1	-16	5	-33	-3	nt	0.5	0	-8	-4	-4
COc1ccc(C(=O)Nc2cc(C)c(NC(=O)c3ccccn3)cn2)cc1	-7	-2	41	4	67	0.1	6	19	-14	1
Cc1ccc(-c2ccc(/C=C3\C(=O)ON=C3c3ccccc3)o2)c([N+](=O)[O-])c1	-27	-12	5	4	nt	1.9	20	nt	14	2
O=C(COc1ccccc1)Nc1ccc(CN2CCCCC2)cc1	-11	-1	-7	4	-6	0.3	3	5	-4	6
O=C(Nc1cccc(Cl)c1N1CCCC1)c1cc2ccccc2o1	0	-8	35	0	nt	-0.7	1	-1	-9	3
Cc1cc(C2=NNC(=NC3CC3)SC2)c(C)n1Cc1ccco1	4	-6	23	-1	-89	1.8	0	nt	-9	-2
CCOc1ccc(N=C2NN=C(c3cc(C)n(CC4CCCO4)c3C)CS2)cc1 (stereo not drawn)	-8	-9	15	3	22	-0.2	8	-4	-4	2
O=C(O)c1cc(N/C(=N\S(=O)(=O)c2ccc(F)cc2)c2ccccc2)ccc1O	20	0	7	0	5	-0.2	5	-1	-14	3
Cn1c(CCc2ccccc2)nnc1SCC(=O)N1CCCC1	9	6	-16	7	-2	-0.2	-1	-1	-14	-1
O=S(=O)(c1ccccc1)C1(C2CC(c3ccccc3)=NO2)CC(O)C1 (stereo not drawn)	-9	0	0	3	13	1.2	nt	-4	-9	3
O=C(Oc1cccc2ccccc12)c1cc(Cl)nc2ccccc12	-14	-3	25	5	0	-0.6	-1	7	2	9
NS(=O)(=O)c1ccc(CCNC(=O)c2ccc3c(c2)OCCO3)cc1	-1	-5	-4	1	-5	1.5	4	0	-14	1
O=C1CCC([N+](=O)[O-])C(c2ccc(C(F)(F)F)cc2)N1 (stereo not drawn)	0	-8	nt	5	nt	-1.2	2	-1	-13	1
CCCc1cnc(N2CCN(S(C)(=O)=O)CC2)nc1	4	-7	-8	4	31	-0.7	2	16	-21	-1
COc1c(C)cc(C(=O)C2CCCN(C(=O)CCCn3cncn3)C2)cc1C (stereo not drawn)	3	-3	12	5	-5	-1.9	nt	-2	3	-4
COC(=O)c1c(C(=O)OC)c2n(c1C)CCC2	10	1	-5	-5	nt	-1.2	1	-2	-13	4
COc1ccccc1Cn1c(=S)[nH]c2cc(C(=O)NCC3CCCO3)ccc2c1=O (stereo not drawn)	-5	8	24	-3	-25	0.1	3	0	-14	-8
CCc1onc(C)c1C(=O)Nc1cc(C)ccc1OC	19	-12	43	-8	-8	0.8	-3	nt	-20	-7
Cc1nnc(Nc2ccc3c(c2)ncn3C)c2ccccc12	21	-1	-13	-5	nt	-0.9	13	nt	1	-2
O=C(Nc1ccc(CN2CCCCC2)cc1)Nc1ccccc1Cl	13	-13	-30	-5	73	-0.1	3	nt	-4	-3

Only SR-BI DiI inh, for some of the entries so far:
SMILES | SR-BI DiI inh
COc1ccccc1Cn1c(=S)[nH]c2cc(C(=O)NCC3CCCO3)ccc2c1=O (stereo not drawn) | 24
CCCc1cnc(N2CCN(S(C)(=O)=O)CC2)nc1 | -8
O=C(Oc1cccc2ccccc12)c1cc(Cl)nc2ccccc12 | 25
COc1c(C)cc(C(=O)C2CCCN(C(=O)CCCn3cncn3)C2)cc1C (stereo not drawn) | 12

Carrying on:
SMILES	HTR5A inv ag	dFosB activator	SR-BI DiI inh	HTR5A ag	MITF act	CDK5 inh	NSD2 HMT inh	Wnt act	PvdQ inh	V-ATPase pHluor
c1ccc2oc(-c3[nH]ncc3CN3CCC(N4CCSCC4)CC3)cc2c1	-5	2	-8	5	-7	0.1	13	nt	13	7
COc1ccccc1Oc1cc(F)nc(N)n1	-2	-1	4	6	3	-1.4	-11	nt	-15	-3
CC(C)=CC(=O)N1CCC(N2CCC(C(=O)NCC3CCCO3)CC2)CC1 (stereo not drawn)	-1	-1	-19	0	-4	0.1	-1	2	-1	2
COC1(C)CC2C(CC1OC(=O)c1cc([N+](=O)[O-])cc([N+](=O)[O-])c1)C2(C)C (stereo not drawn)	-13	-6	93*!	5	3	-1.8	23	-7	-17&1	2
COc1ccc2oc(=O)c(C(=O)Nc3ccccc3-c3ccccc3)cc2c1	-27	-9	19	7	7	2.8	1	-4	-10&0	5
CCC[C@@H]1C[C@@H](C(=O)NC(C(C)Cl)[C@H]2O[C@H](SC)[C@H](O)[C@@H](O)[C@H]2O)N(C)C1 (stereo partly drawn)	3	-6	-2	-1	1	-1.2	nt	-3	-8	3
CCCCOc1ccc(/C=C/C(=O)N(CC)CC(=O)Nc2ccc3c(c2)OCCO3)cc1OC	10	-10	66	-4	-5	-1.1	-3	-3	10	0
CCOc1c(C)cnc2c1c(=O)n(Cc1ccc(Cl)cc1)c(=O)n2C	-7	-4	-3	2	-6	nt	-5	-1	-14	3
CCCCc1nc2cc(C(=O)N3CCCCC3C(=O)OC)ccc2o1 (stereo not drawn)	0	-1	0	0	63	nt	-2	14	-17	3
O=C(c1ccc(Cl)cc1)N1CCN(c2ncccn2)CC1	3	8	-15	-1	-12	0.4	-1	-1	-10	-2
O=C(Nc1cccc(Cl)c1)c1ccc(F)c(S(=O)(=O)NCc2ccc3c(c2)OCO3)c1	-19	1	16	6	15	-1.1	-1	-1	-2	0
Cc1cc(S(=O)(=O)N(C)CCc2ccccc2)ccc1-n1cnnn1	-2	-12	2	1	nt	-1.0	-2	-2	-7	3
S=c1[nH]nc(COc2ccc3c(c2)OCO3)n1-c1ccccc1	-20	1	-14	-2	9	1.4	4	nt	-8	0
CCn1cc(CNCc2cn(-c3ccccc3C)nc2-c2ccc(OC)c(F)c2)cn1	10	-11	-4	-4	19	-0.3	0	-2	-19	-1
Cc1nc(SCc2ccc([N+](=O)[O-])cc2)nc2ccccc12	-15	3	0	8	17	2.2	-15	nt	-15	-4
COc1ccc(-c2nc(N)ncc2-c2csc(C)n2)c(O)c1OC	13	-3	-5	-5	4	-0.1	0	2	10	-1
COc1ccccc1Cc1nnnn1CC(=O)O	7	-2	-31	2	6	-1.2	-1	nt	-4	-4
CCC(C)(C)NC(=O)CN(C(=O)c1csnn1)c1ccccc1-c1ccccc1	0	5	-8	0	5	-0.4	-6	0	-9	0
Cc1ccc(C(=O)N2CCN(S(=O)(=O)c3ccccc3C#N)CC2)cc1S(=O)(=O)N1CCOCC1	5	0	7	-2	4	1.3	-4	4	6	2
COc1ccc(CCN(C(=O)c2snc(C(N)=O)c2N)C(C(=O)NCC2CCCO2)c2ccc(F)cc2)cc1OC (stereo not drawn)	-27	-7	nt	10	-7	-7.6	-3	-3	-26	-1
COCCNC(=O)CN(C)S(=O)(=O)c1ccc(Br)cc1	19	5	-36	1	6	1.7	-1	-3	-13	3
CCOC(=O)C(C)NC(=O)c1cn(-c2ccc(OC)cc2)c(=O)c2ccccc12 (stereo not drawn)	-4	-1	nt	1	-3	1.7	-1	2	-8	2
CCC(C(=O)OC(C)C)c1ccc2ccccc2c1 (stereo not drawn)	7	-4	36	2	1	0.5	nt	-2	-12	1
O=C(NCc1ccccc1F)C1CCN(C(=O)NCc2ccccc2)CC1	-8	-2	-5	3	1	-0.9	-2	0	3	2
CC(=O)N(/N=C/c1ccc(C)cc1)c1nc(CCl)cs1	-5	-2	-4	2	17	1.1	11	1	-11	0
CC(C)CN1C(=O)/C(=C/c2cccs2)NC1=S	11	-9	-2	-2	nt	0.2	6	nt	-2	8
CCOC(=O)C1=C(CN2CCN(C(=O)c3ccco3)CC2)NC(=O)NC1c1ccc(Cl)cc1 (stereo not drawn)	-3	-16	69	4	-2	0.8	37	-4	-10	-1
Cn1c(N)c(C(=O)COC(=O)c2ccc(Cl)c(S(=O)(=O)N3CCCC3)c2)c(=O)n(C)c1=O	-23	-20	nt	8	5	1.2	-3	-1	-17	0
Cc1cccc(N(C(=O)c2csnn2)C(C(=O)NCc2ccccc2)c2cccs2)c1 (stereo not drawn)	7	-9	nt	-3	-8	0.1	1	2	-12	-1
Cc1ccc2c(c1)c1c(n2C)C(=O)CCC1	-17	9	-12	-1	-6	0.7	-6	4	-7	-1
Clc1ccc(C(Cn2ccnc2)OCc2c(Cl)cccc2Cl)c(Cl)c1 (stereo not drawn)	-14	-6	22	4	5	-0.9	nt	-6	-8	-3
Cc1nc2ccccc2c(=O)n1NCc1cccs1	9	-12	1	-2	2	-0.2	-1	nt	14	-4
Cc1cc(NC(=O)CN2C(=O)NC(C)(c3ccccc3Cl)C2=O)no1 (stereo not drawn)	-2	2	-7	0	1	0.0	-5	-3	-15	1
Cc1nc2cc(C(F)(F)F)ccc2n1CCNc1nc(-c2ccc(F)cc2)cs1	nt	-2	14	nt	-7	-1.2	nt	1	-5	2
O=C(NCCC1CCCCN1S(=O)(=O)c1ccccc1)C(=O)NCCN1CCOCC1 (stereo not drawn)	-16	4	4	5	2	-0.7	0	-1	-3	1
CCSC1=C(C#N)C(c2cccc(OC)c2)CC(=O)N1 (stereo not drawn)	-19	2	-13	-2	-8	-0.2	-3	-2	-12	-2
CSc1cccc(-n2c(C)cc(C(N)=O)c2C)c1	-3	-5	-3	7	1	-0.1	36	13	-14	-2
CCOC(=O)c1cc2oc(C)cc2n1CC(=O)OC1CCCCC1	8	-11	24	-5	-2	1.6	2	-5	8	9
CCOC(=O)c1ccccc1NC(=O)Cc1c(C(=O)O)n(C)c2ccccc12	-2	-10	10	0	-3	-1.9	-1	2	-13	1
CCOC(=O)CC1C(=O)NCCN1S(=O)(=O)c1cccc(C(F)(F)F)c1 (stereo not drawn)	13	-1	-19	1	7	0.8	0	1	-3	1
ON=C1C2CC=C(c3ccccc3)C1CCC2 (stereo not drawn)	-22	-4	1	6	7	1.9	2	-2	11	-5
CCOC(=O)c1ccc(N(CCC2CO2)S(=O)(=O)c2ccc(C)cc2)cc1 (stereo not drawn)	-10	-13	-15	3	4	2.3	-2	-6	8	-4
COCCNC(=S)NC12CC3CC(CC(C3)C1)C2	-12	6	-6	-1	-15	1.1	4	0	-13	2
COc1ccccc1OCCSc1nc2ccccc2n1CCC(=O)O	-20	-4	-15	7	3	-0.1	-1	1	-3	12
CN(C)S(=O)(=O)c1ccc(NC(=O)c2cccnc2)cc1	-18	4	nt	1	-2	-0.7	14	nt	-13	2
Cc1c(C(=O)Nc2ccncc2)oc2c1C(=O)CC(C)(C)C2	-2	-10	1	2	1	0.3	0	-3	-5	0

2 entries picked at random from those above:
SMILES	HTR5A inv ag	dFosB activator	SR-BI DiI inh	HTR5A ag	MITF act	CDK5 inh	NSD2 HMT inh	Wnt act	PvdQ inh	V-ATPase pHluor
CCn1cc(CNCc2cn(-c3ccccc3C)nc2-c2ccc(OC)c(F)c2)cn1	10	-11	-4	-4	19	-0.3	0	-2	-19	-1
CC(C)Oc1ccc(Cc2cnc(N)nc2N)cc1	-16	5	-33	-3	nt	0.5	0	-8	-4	-4
